Screens deposited in PubChem by several laboratories.
m5-HT2A agonist = mouse Htr2a agonists via beta-arrestin recruitment, primary screen, cell-based, luminescence. 5-hydroxytryptamine receptor 2A (Mus musculus), P35363. CHO-K1 mHTR2A beta-arrestin complementation; percent of 30 µM serotonin response. activation, % at 7.6 µM. 0.66% of 360,000 active. AID 624169, 2012;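 active = activation above a run cutoff, the mean activation of all tested compounds plus 3 SD, cut at about 14% in these data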;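 also: 0% = plate median of compound wells and 100% = 30 µM serotonin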
Target sequence (P35363 whole entry, looked up): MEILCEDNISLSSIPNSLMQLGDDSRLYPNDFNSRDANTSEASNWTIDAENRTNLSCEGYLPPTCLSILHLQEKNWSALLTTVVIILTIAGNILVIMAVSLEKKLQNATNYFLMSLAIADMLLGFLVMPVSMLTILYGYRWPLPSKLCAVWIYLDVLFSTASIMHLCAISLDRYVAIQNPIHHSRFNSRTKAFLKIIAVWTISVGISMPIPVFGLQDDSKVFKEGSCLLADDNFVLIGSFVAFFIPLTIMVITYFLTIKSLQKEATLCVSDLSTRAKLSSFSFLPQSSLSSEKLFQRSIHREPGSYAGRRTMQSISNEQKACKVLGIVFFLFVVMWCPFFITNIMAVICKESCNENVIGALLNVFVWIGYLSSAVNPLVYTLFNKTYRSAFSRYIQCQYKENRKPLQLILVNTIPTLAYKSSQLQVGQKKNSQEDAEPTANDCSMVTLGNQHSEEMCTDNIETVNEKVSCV
iPSC survival up = enhancers of single-cell hiPSC survival, primary screen, ATPlite luminescence | 100% = ROCK inhibitor wells, 0% = DMSO | survival enhancement, % at 20 µM | 0.044% of 360,000 active | AID 602274, 2012; in the data active = survival enhancement above about 18%;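 also: cells exposed to compounds for 16 hours before the ATP read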
aDG glyco up = activators of alpha-DG glycosylation, primary screen, uHTS, Pro5-aDG cells, AlphaScreen; AID 624168, 2012; activation, % at 10 µM; 0.22% of 360,000 active; alpha-DG glycosylation AlphaScreen (IIH6); 0% Pro5, 100% B10-LARGE cell signal;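 active = activation of at least 8% versus controls, or a plate z-score of at least 8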;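 also: Pro5 are CHO cells carrying HIG-tagged alpha-DG that lacks glycosylation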
ABCB6 inh MLPCN = ABCB6 transporter inhibitors, primary screen, K562-ABCB6 cells, flow cytometry, MLPCN library | K562-ABCB6 porphyrin accumulation, 1 h; active compounds read low | 0.19% of 360,000 active | AID 602162, 2011 | fluorescence ratio to DMSO, % at 10 µM | ATP-binding cassette sub-family B member 6 (Homo sapiens), Q9NP58;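 active = fluorescence ratio to DMSO below 75%, the collection mean minus 3 SD; inconclusive = too few cells collected in the well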;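 also: signal is porphyrin accumulated inside mitochondria; 100% equals median channel fluorescence of DMSO control wells; lower ratio means ABCB6 inhibition with less porphyrin fluorescence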
PDI inh = inhibitors of human PDI, primary screen, biochemical, turbidity, single point, plate reader. Protein disulfide-isomerase (Homo sapiens), P07237. PDI insulin aggregation turbidity, A650, 90 min. inhibition, % at 10 µM. 0.052% of 350,000 active;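 active = mean inhibition across replicates of 30% or more, whatever share of single replicates reach that level; inconclusive = mean inhibition below 30% while every single replicate reaches 30%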;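 also: absorbance from insulin aggregation driven by PDI reduction with DTT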
Target sequence (P07237 whole entry, looked up): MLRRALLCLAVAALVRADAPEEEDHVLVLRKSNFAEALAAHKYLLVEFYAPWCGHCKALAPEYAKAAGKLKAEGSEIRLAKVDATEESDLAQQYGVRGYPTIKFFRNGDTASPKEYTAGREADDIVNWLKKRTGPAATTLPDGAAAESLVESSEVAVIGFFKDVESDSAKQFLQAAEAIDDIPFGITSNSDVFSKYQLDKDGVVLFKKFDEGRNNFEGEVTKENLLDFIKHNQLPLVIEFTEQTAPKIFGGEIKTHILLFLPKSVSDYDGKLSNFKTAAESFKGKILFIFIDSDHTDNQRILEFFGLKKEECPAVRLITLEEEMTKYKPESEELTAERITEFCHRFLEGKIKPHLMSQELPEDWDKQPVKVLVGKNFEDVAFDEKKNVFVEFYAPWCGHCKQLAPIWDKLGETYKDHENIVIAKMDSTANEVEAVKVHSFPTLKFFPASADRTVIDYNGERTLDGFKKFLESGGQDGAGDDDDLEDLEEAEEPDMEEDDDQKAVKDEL
Vif inh = HIV Vif self-association inhibitors, primary screen, imaging, HEK293T, single point. HEK293T cells, Vif self-association by quenched fluorescence, 24 h. inhibition, % at 7.49 µM. 0.35% of 340,000 active; in the data active = inhibition above about 50%, passing the limit was not always enough; inconclusive = no clear call, values can overlap the other calls; inactive = below about 31%; also: some results filed as inactive read as strong as hits
Exocytosis inh = LAMP-1 surface exposure blockers, TALL-104 cells – cell-based, flow cytometry, MLPCN library, primary screen. TALL-104 LAMP-1 surface exposure; cells stimulated with thapsigargin and PMA. inhibition, % at 10 µM. 0.66% of 360,000 active. AID 651702, 2012;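 active = inhibition above about 55%, limit read from the data; inconclusive = no clear call, values can overlap the other calls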
CaV13 FRET inh = Primary screen for inhibitors of IQ motif and Ca2+-dependent inactivation inhibitor domain binding in CACNA1D, Förster resonance energy transfer in living cells, … | inhibition, % at 12.3 µM | HEK cells, CFP/YFP FRET ICDI-IQ, plate reader, 10 min; percent FRET-ratio fall versus neutral wells | 0.098% of 340,000 active;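 active = mean replicate inhibition of at least 30% and at least 1% of replicates passing that level; inconclusive = only one of the two criteria is met; inactive = neither criterion is met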;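 also: 0% = median of the neutral control wells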
H9c2 protect = cardioprotection against H2O2-induced cell death, primary screen, uHTS, H9c2 cells, ATPLite luminescence | protection from H2O2 cell death, % at 20 µM | H9c2 cardiomyocytes, H2O2 injury protection, 2 h | 0.63% of 360,000 active;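 active = compounds giving at least 50% protection of heart cells from peroxide-induced death in the single-dose screen, raw or plate-pattern-corrected value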;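 also: 0% = DMSO wells with peroxide and 100% = DMSO wells without peroxide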
Glyco luc inh = increase of ERlucT glycosylation luciferase signal, primary screen, N-linked glycosylation inhibitor project, D54 ERlucT cells, luminescence, set 2 | D54 ERlucT glycosylation luciferase reporter, 24 h; percent of 100 nM tunicamycin response | reporter increase, % at 12.5 µM | 0.23% of 360,000 active | AID 588692, 2011;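 active = mean luciferase reporter signal, scaled so untreated is 0 and the glycosylation-blocking control 100, at or above a set limit in every replicate; inconclusive = mean reaches the limit but not every replicate does; inactive = mean below the limit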;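 also: luciferase carries N-glycosylation sites so blocking glycosylation raises the light; 0% = median of neutral control wells and 100% = median of 100 nM tunicamycin wells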
* hit, by the source's call; ? = inconclusive; . = no result given. This is a random part of the collection, and some 3.1% of all compounds hit somewhere here.

Values run as follows: Exocytosis inh | Vif inh | CaV13 FRET inh | Glyco luc inh | ABCB6 inh MLPCN | aDG glyco up | iPSC survival up | m5-HT2A agonist | PDI inh | H9c2 protect
> COc1ccc(Br)c(Cn2c(C)c(C(=O)NCc3ccccc3C(F)(F)F)sc2=O)c1
    -3 | 4 | 30 | -4 | 97 | 0.0 | -1.4 | -8 | -2 | -4
> CNc1ccc(-c2ccccc2CO)cn1
    -2 | 5 | -6 | 1 | 98 | 0.5 | 0.1 | 0 | -35 | 2
> Cc1ccc(-n2c(SCC(=O)Nc3ccc4c(c3)OCO4)nnc2-c2ccoc2C)cc1
    -3 | -2 | 3 | -3 | 96 | -0.1 | 4.9 | 1 | 1 | -3
> Nn1c(SCc2ccc([N+](=O)[O-])cc2)nc2ccccc2c1=O
    -3 | 1 | -2 | -2 | 99 | 0.0 | -0.5 | 1 | -4 | 0
> COC(=O)C1CN(C(=O)COc2ccc(C)c(C)c2)c2ccccc2O1 (centres undefined)
    6 | -1 | -13 | 1 | 99 | -0.1 | -0.6 | 2 | 9 | -2
> O=C(Nc1cccc(C(=O)NC2CC2)c1)c1ccc(Cl)c(S(=O)(=O)N2CCOCC2)c1
    5 | -4 | -6 | 0 | 87 | 0.1 | -0.3 | 4 | 10 | 3
> CCOc1ccc(CC2CC(=O)NC2=O)cc1 (centres undefined)
    0 | 5 | . | -1 | 99 | -0.1 | 1.2 | -1 | -11 | -9
> O=C(NCCCNC(=O)c1c(F)cccc1F)c1c(F)cccc1F
    -4 | 4 | -5 | 1 | 96 | 0.0 | -0.1 | -7 | 5 | -4
> O=C(NCc1cccnc1)c1cccc(NC(=O)c2ccco2)c1
    -2 | 20 | -5 | 0 | 92 | -0.1 | -2.2 | -1 | -7 | -1
> CCOCCCNC(=O)c1ccc2c(=O)n(CCCOCC)c(=S)[nH]c2c1
    -1 | -8 | -19 | 0 | 89 | -0.1 | -0.1 | 5 | -4 | 9
> CCN(CC(=O)NCc1cccs1)C(=O)c1cccc(S(=O)(=O)N(C)C)c1
    -10 | 10 | -11 | 0 | 97 | -0.1 | 0.9 | -5 | 1 | 3
> O=C(CCl)Nc1cc(-c2ccccc2)nn1-c1ccccc1
    -1 | 11 | -4 | ? | 100 | -0.6 | -1.8 | -1 | 6 | 1
> COc1ccc(S(=O)(=O)Nc2cc(SCC(=O)O)c(O)c3ccccc23)cc1
    -12 | 6 | -10 | 10 | 102 | 5.0* | 0.5 | -7 | 3 | -17
> COC(=O)COc1ccc(S(=O)(=O)NCCC2=CCCCC2)cc1
    0 | 1 | -8 | 1 | 94 | 0.1 | -0.6 | 4 | 2 | -14
> Cc1cccc(N(Cc2cc(=O)[nH]c3ccccc23)C(=O)C(C)C)c1
    2 | 0 | -6 | -1 | 97 | -0.1 | 0.6 | 3 | -1 | 7

(cont.)
Values run as follows: Exocytosis inh | Vif inh | CaV13 FRET inh | Glyco luc inh | ABCB6 inh MLPCN | aDG glyco up | iPSC survival up | m5-HT2A agonist | PDI inh | H9c2 protect
> Cc1cccc(C)c1Nc1nnc(SCc2nc3ccccc3c(=O)[nH]2)s1
    -2 | -4 | -4 | 2 | 103 | 0.5 | -0.8 | 3 | -1 | 13
> CC(C)NC(=O)N(C)C[C@H]1Oc2c(NC(=O)Cc3ccccc3)cccc2C(=O)N([C@H](C)CO)C[C@@H]1C
    12 | -9 | -9 | 1 | 101 | 0.2 | -0.8 | 0 | -3 | 3
> COC(=O)c1n[nH]n(-c2cc(Cl)cc(Cl)c2)c1=O
    -4 | 0 | -2 | 4 | 94 | 0.0 | -0.3 | -5 | 8 | 3
> CC1CCN(Cc2nc3c(c(=O)n(C)c(=O)n3C)n2CCc2ccccc2)CC1
    2 | -20 | -1 | 2 | 89 | 0.5 | 5.0 | 3 | -4 | 4
> Cn1c(SCCN2CCOCC2)nc2sc3c(c2c1=O)CCCC3
    -3 | 5 | -2 | -1 | 94 | 0.2 | 1.3 | 4 | 4 | -2
> Cc1cccc(CS(=O)(=O)c2cn(CC(=O)N3CCOCC3)c3ccccc23)c1
    0 | 0 | -6 | 1 | 97 | 0.0 | -0.3 | 2 | -4 | 1
> N#Cc1nc(-c2ccccc2)oc1NCC1CCCO1 (centres undefined)
    -1 | -3 | -3 | 1 | 93 | -0.1 | -0.1 | 0 | 4 | -3
> COC(c1ccccc1)c1nnc(CCC(=O)NCCC(C)C)o1 (centres undefined)
    -1 | -2 | 6 | 2 | 101 | 0.0 | -0.5 | -1 | -5 | -2
> Cc1cc(OCC(=O)Nc2cc(S(=O)(=O)N3CCOCC3)ccc2N2CCCC2)ccc1C(C)C
    6 | 9 | -2 | -5 | 95 | 0.2 | -0.1 | 1 | 7 | -11
> CCOc1ccc2c(C)c(Cl)c(=O)oc2c1
    0 | 11 | -2 | 1 | 100 | -0.1 | -0.8 | 3 | -1 | -7
> Cc1ccc(NC(=O)C2CCCN2C(=O)NC2CCCCC2)cc1 (centres undefined)
    -4 | -5 | -5 | -1 | 100 | -0.4 | -0.5 | -3 | 2 | 6
> C=CCSc1nc2ccccc2c2nc(-c3ccccc3)nn12
    1 | -10 | -3 | 4 | 101 | 0.2 | -1.5 | 4 | ? | -15
> CC(C)C[C@@H](COCc1cccc(C(F)(F)F)c1)N1CCN(C(=O)c2ccc(C(F)(F)F)cc2)CCC1=O
    21 | . | -7 | . | 95 | 0.6 | 0.0 | 0 | . | .
> CC(C)(C)c1cc(NC(=O)COC(=O)c2ccc(O)cc2O)n(-c2ccccc2)n1
    4 | . | -2 | -4 | 96 | 0.0 | -0.6 | -3 | 8 | -9
> COc1ccc(C(=O)NC2CCCc3c2cnn3-c2ccc(C)c(C)c2)c(OC)c1OC (centres undefined)
    0 | -9 | -3 | -2 | 96 | -0.1 | -0.4 | -3 | -3 | -3

Some of these compounds in order of formula weight, highest first:
Values run as follows: Exocytosis inh | Vif inh | CaV13 FRET inh | Glyco luc inh | ABCB6 inh MLPCN | aDG glyco up | iPSC survival up | m5-HT2A agonist | PDI inh | H9c2 protect
> CC(C)NC(=O)N(C)C[C@H]1Oc2c(NC(=O)Cc3ccccc3)cccc2C(=O)N([C@H](C)CO)C[C@@H]1C
    12 | -9 | -9 | 1 | 101 | 0.2 | -0.8 | 0 | -3 | 3
> Cc1cc(OCC(=O)Nc2cc(S(=O)(=O)N3CCOCC3)ccc2N2CCCC2)ccc1C(C)C
    6 | 9 | -2 | -5 | 95 | 0.2 | -0.1 | 1 | 7 | -11
> COc1ccc(C(=O)NC2CCCc3c2cnn3-c2ccc(C)c(C)c2)c(OC)c1OC (centres undefined)
    0 | -9 | -3 | -2 | 96 | -0.1 | -0.4 | -3 | -3 | -3
> Cc1cccc(CS(=O)(=O)c2cn(CC(=O)N3CCOCC3)c3ccccc23)c1
    0 | 0 | -6 | 1 | 97 | 0.0 | -0.3 | 2 | -4 | 1
> CC(C)(C)c1cc(NC(=O)COC(=O)c2ccc(O)cc2O)n(-c2ccccc2)n1
    4 | . | -2 | -4 | 96 | 0.0 | -0.6 | -3 | 8 | -9
> CC1CCN(Cc2nc3c(c(=O)n(C)c(=O)n3C)n2CCc2ccccc2)CC1
    2 | -20 | -1 | 2 | 89 | 0.5 | 5.0 | 3 | -4 | 4
> Cc1ccc(NC(=O)C2CCCN2C(=O)NC2CCCCC2)cc1 (centres undefined)
    -4 | -5 | -5 | -1 | 100 | -0.4 | -0.5 | -3 | 2 | 6
> C=CCSc1nc2ccccc2c2nc(-c3ccccc3)nn12
    1 | -10 | -3 | 4 | 101 | 0.2 | -1.5 | 4 | ? | -15

Later entries:
Values run as follows: Exocytosis inh | Vif inh | CaV13 FRET inh | Glyco luc inh | ABCB6 inh MLPCN | aDG glyco up | iPSC survival up | m5-HT2A agonist | PDI inh | H9c2 protect
> Cc1sc(NC(=O)CSc2nnnn2C2CCCCC2)c(C#N)c1C
    0 | 15 | . | 2 | 98 | 0.0 | 12 | 3 | 1 | -4
> Cc1ccc(-n2ncc(C#N)c2/N=C/N2CCN(C)CC2)cc1
    4 | -2 | -1 | -2 | 93 | -0.1 | 4.2 | -5 | 6 | 6
> CC(NC(=O)Nc1nnc(C(F)(F)F)s1)N1C(=O)C2C3C=CC(C3)C2C1=O (centres undefined)
    -6 | -11 | . | 0 | 97 | -0.1 | 0.4 | -3 | 2 | -2
> CC(=O)CSc1nc(N(C)C)nc(N(C)C)n1
    -4 | -7 | -6 | 0 | 102 | -0.4 | -1.5 | -5 | -2 | -3
> COC(=O)c1ccc(OCC(O)Cn2nnc3ccccc32)cc1 (centres undefined)
    -1 | 9 | -8 | 1 | 101 | 0.0 | 0.7 | 0 | 16 | -2
> CCN(CC)C(=O)c1c(NC(=O)c2ccccc2)sc(C)c1C
    -1 | . | -4 | 0 | 90 | 0.3 | 0.4 | 2 | -1 | -12
> Nc1c(C(=O)N/N=C/c2ccccc2)cnn1-c1ccccc1
    -3 | 4 | -20 | -11 | 98 | 0.5 | -0.6 | 0 | 2 | 3
> COc1cc(C)ccc1OCc1cc(C(=O)N(Cc2c(C)nn(C)c2C)C2CC2)no1
    0 | 2 | -2 | -2 | 98 | 0.1 | -0.4 | 12 | 2 | -6
> N#CCSc1nccc(-c2cc(Cl)sc2Cl)n1
    0 | 0 | . | 0 | 108 | 0.3 | -3.1 | -1 | 14 | -4
> O=C(Nc1cc(C(F)(F)F)ccc1N1CCCCC1)c1cccc([N+](=O)[O-])c1
    -2 | -11 | -9 | -4 | 94 | -0.3 | -2.5 | -2 | 7 | -2
> CCN1C(=O)[C@H]2[C@@H](c3ccc(-c4cccc(Cl)c4)cc3)N[C@@](C)(C(=O)OC)[C@H]2C1=O
    11 | -3 | -11 | 2 | 99 | -0.1 | 0.7 | 5 | 1 | -1
> Cc1cccc(-n2ncc3c(NC(C)C)ncnc32)c1
    -5 | -8 | -3 | -11 | 92 | 0.0 | -3.4 | 3 | 4 | -11
> CCc1nnc(NC(=O)C2=CCN(S(=O)(=O)c3ccc(F)cc3)CC2)s1
    12 | 8 | 9 | 0 | 97 | 0.1 | 0.8 | -2 | 1 | -5
> COC(=O)N1[C@H](C)C=C[C@]1(Cc1ccccc1)C(=O)O
    1 | 1 | -12 | 1 | 100 | 0.2 | -1.0 | 7 | 1 | 3
> COC(=O)c1ccc(CN2C(=O)C(C)ON=C2c2ncccc2C)o1 (centres undefined)
    0 | -1 | 23 | 1 | 102 | -0.1 | 0.1 | 1 | 2 | 4
> CCCc1nnc(NC(=O)C23CC4CC(CC(C4)C2)C3)s1
    2 | -4 | -2 | 4 | 97 | 0.0 | 2.4 | -6 | -6 | 4
